Screening results as filed in PubChem.
TDP1 cell noCPT: qHTS for Inhibitors of human tyrosyl-DNA phosphodiesterase 1 (TDP1): qHTS in cells in absence of CPT | DT40 Tdp1-/- hTDP1 cells, no CPT, ATP luminescence, 48 h | Potency, µM (doses to about 46.2 µM), for inactives: top-dose activity change, negative = growth inhibition, most hits filed as inhibitors | 420,000 tested, 15% active | AID 686978, 2013; also: nearly all actives have a fitted effect of over 55% in size
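Luminescent ATP content (CellTiter-Glo) served as the growth readout. Knockout chicken DT40 cells expressing human TDP1 were exposed to compounds without camptothecin for a minimum 48 hr at 37 °C.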
TDP1 block: qHTS Assay for Inhibitors of Tyrosyl-DNA Phosphodiesterase (TDP1); recombinant TDP1, AlphaScreen DNA substrate cleavage; Potency, µM (series often up to 130 µM), without a hit: at the top dose activity change, negative = inhibition, actives largely listed as inhibitors; 350,000 tested, 0.28% active; also: nearly all actives have a fitted effect of over 40% in size
Target sequence (Q9NUW8 whole entry, looked up): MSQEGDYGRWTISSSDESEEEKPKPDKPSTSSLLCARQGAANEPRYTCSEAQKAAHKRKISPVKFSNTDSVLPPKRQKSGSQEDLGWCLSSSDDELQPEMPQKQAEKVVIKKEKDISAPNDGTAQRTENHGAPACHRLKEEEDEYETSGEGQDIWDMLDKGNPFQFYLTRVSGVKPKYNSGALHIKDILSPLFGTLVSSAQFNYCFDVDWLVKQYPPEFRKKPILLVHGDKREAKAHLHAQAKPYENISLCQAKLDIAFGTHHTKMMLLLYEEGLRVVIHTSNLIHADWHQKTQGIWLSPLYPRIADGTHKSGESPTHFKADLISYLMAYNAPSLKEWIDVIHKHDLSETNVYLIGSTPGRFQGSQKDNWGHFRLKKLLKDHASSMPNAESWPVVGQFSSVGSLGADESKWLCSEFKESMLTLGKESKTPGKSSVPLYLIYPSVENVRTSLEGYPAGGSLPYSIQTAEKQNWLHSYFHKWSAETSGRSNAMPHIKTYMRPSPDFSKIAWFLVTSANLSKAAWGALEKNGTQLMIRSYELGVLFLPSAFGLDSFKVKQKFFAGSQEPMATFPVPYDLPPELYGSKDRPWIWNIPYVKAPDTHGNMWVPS
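Steps: enzyme plus compound, 15 min RT; add biotin/phosphotyrosine-FITC oligonucleotide (15 nM final), react 5 min; add donor/acceptor beads (10 ug/ml final), 10 min; read AlphaScreen. Tdp1 at 1 nM final.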
KAT2A inh: qHTS Assay for Inhibitors of GCN5L2; GCN5L2 HAT assay, ThioGlo1 CoA-SH fluorescence; 390,000 tested, 0.21% active; Potency, µM (series often up to 58.9 µM), inactives show at the top dose activity change, negative = inhibition, hits mostly inhibitors; Histone acetyltransferase KAT2A (Homo sapiens), Q92830
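Enzyme at 20nM final was mixed with library compounds for 15 min at room temperature. Peptide H3(1-25) at 75uM, acetyl-CoA at 70uM and ThioGlo1 at 50uM were then added. Plates were read immediately and after 20 min (Ex340nm/Em540nm).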
An asterisk follows results filed as active; ? = inconclusive; nt = no result given; [ ] = dose if it differs, or a comment. Calls follow the shape of the dose curve; as a rule, active = well fitted curve in the direction sought with a large enough effect; inconclusive = small, poorly fitted or top-dose-only effect, or another doubt; inactive = no such curve, though single readings can be large; an effect the other way counts as inactive or inconclusive. % is scaled to controls: 0 for no effect and ±100 for the full control effect; potency is read from the fitted curve at half-maximal effect.

SMILES | TDP1 cell noCPT | TDP1 block | KAT2A inh
NS(=O)(=O)c1ccc(NC(=O)CCC(=O)c2ccc(Cl)s2)cc1 | -2% | 2%[0.0935 µM] | -1%
CSc1cccc(NC(=O)C2CCN(S(=O)(=O)c3ccc4[nH]c5c(c4c3)CCCCC5)CC2)c1 | 21µM* | 11% | -5%
CCCC(c1nnnn1C(C)(C)C)N1CCN(C(=O)c2ccco2)CC1 (stereo unspecified) | -20% | 8% | -3%
COc1ccccc1N1CCN(C(=O)CSc2nc(-c3ccco3)cc(C(F)(F)F)n2)CC1 | 23µM* | 10% | -22%
CCc1ccccc1NC(=O)CSc1nncn2c1cc1oc(C)cc12 | ? | -8% | -10%
COc1ccc(OCCN(C)CC(=O)Nc2ccccc2SC)cc1 | ? | 3% | -17%
Cc1ccc(C)n1-n1cnc2sc3c(c2c1=O)CCCCC3 | ? | 4% | -1%
O=C(O)CN1C(=O)c2ccc(Oc3ccc([N+](=O)[O-])cc3)cc2C1=O | 11% | 5% | -2%
COc1cccc(-c2nc(NCc3cccs3)c3ccccc3n2)c1 | -13% | nt | ?
CCCn1c2ccccc2c2cc(C(=O)O)ccc21 | 0% | -2% | -4%
N#CCSc1nnc(-c2ccccc2O)n1Cc1ccccc1 | -4% | -1% | -1%
CCc1ccc(CN(Cc2ccco2)c2cnc(S(C)(=O)=O)nc2C(=O)Nc2cccc(C)c2)cc1 | 21µM* | 4% | -14%
COc1ccc(S(=O)(=O)NCC2CCCN(Cc3ccc(OC)cc3F)C2)cc1 (stereo unspecified) | -18% | 3% | ?
CC(C)[C@H](NC(=O)OC(C)(C)C)C(=O)N/N=C/c1ccc2nccnc2c1 | -13% | 1% | -5%
Cc1cc(C)cc(OCC(O)CN2CCN(C(=O)c3ccco3)CC2)c1 (stereo unspecified) | 2% | nt | -1%
CCNC(=O)/C(C#N)=C/c1c(N2CC(C)OC(C)C2)nc2ccccn2c1=O (stereo unspecified) | -22% | -3% | -12%
CCOC(=O)C1(CCc2ccccc2)CCN(Cc2ccn[nH]2)CC1 | ? | 3% | 0%
O=C(NNc1cc(N2CCCC2)nc(N2CCCC2)n1)c1ccc([N+](=O)[O-])cc1 | -27% | 10% | 0%
Cc1ccccc1Cn1c(=O)n(CCC(=O)NCc2ccc3c(c2)OCO3)c(=O)c2ccccc21 | ? | 5% | 0%
O=C(COC(=O)c1ccco1)NCc1ccc2c(c1)OCO2 | 2% | nt | -24%
CC(CCc1ccco1)NC(=O)c1cc2c(-c3ccccc3F)nn(C)c2s1 (stereo unspecified) | ? | 7% | -25%
COc1ccccc1NC(=O)CN1C(=O)COc2ccc(S(=O)(=O)N3CCOCC3)cc21 | 1% | 6% | -1%
O=C(Cc1ccc(Br)cc1)Nc1ccccc1Sc1ccccc1 | -21% | -12% | -2%
Cn1c(SCC(=O)c2cc(Cl)c(Cl)s2)nnc1-c1ccco1 | -30% | 0% | 2%
CSc1nc(NC2CCCC2)c([N+](=O)[O-])c(NC2CCCC2)n1 | -5% | 11% | -4%

In another format: 6 of the compounds above.
| Structure | TDP1 cell noCPT | TDP1 block | KAT2A inh |
| --- | --- | --- | --- |
| CCNC(=O)/C(C#N)=C/c1c(N2CC(C)OC(C)C2)nc2ccccn2c1=O (stereo unspecified) | -22% | -3% | -12% |
| CCCn1c2ccccc2c2cc(C(=O)O)ccc21 | 0% | -2% | -4% |
| COc1ccc(OCCN(C)CC(=O)Nc2ccccc2SC)cc1 | ? | 3% | -17% |
| COc1ccc(S(=O)(=O)NCC2CCCN(Cc3ccc(OC)cc3F)C2)cc1 (stereo unspecified) | -18% | 3% | ? |
| CCOC(=O)C1(CCc2ccccc2)CCN(Cc2ccn[nH]2)CC1 | ? | 3% | 0% |
| CSc1nc(NC2CCCC2)c([N+](=O)[O-])c(NC2CCCC2)n1 | -5% | 11% | -4% |

The listing picks up; the 3 compounds before the break are reprinted first.
SMILES | TDP1 cell noCPT | TDP1 block | KAT2A inh
O=C(Cc1ccc(Br)cc1)Nc1ccccc1Sc1ccccc1 | -21% | -12% | -2%
Cn1c(SCC(=O)c2cc(Cl)c(Cl)s2)nnc1-c1ccco1 | -30% | 0% | 2%
CSc1nc(NC2CCCC2)c([N+](=O)[O-])c(NC2CCCC2)n1 | -5% | 11% | -4%
CCN(C[C@H]1N[C@@](C)(C(=O)OC)[C@H]2C(=O)N(C)C(=O)[C@@H]12)S(=O)(=O)c1ccc(OC)cc1 | -16% | -3% | 3%
Cc1ccc(NC(=O)N(C)c2ccccc2)cc1 | 3% | nt | -8%
CCOc1ccc(S(=O)(=O)N2CCC(C(=O)N3CCc4ccccc4C3)CC2)cc1 | 15µM* | 3%[56.1 µM] | -2%
CC(=O)N(CCCc1ccc(C(C)(C)C)cc1)CCCN(C)C | ? | 9% | -2%
O=C(CSc1cccc[n+]1[O-])Nc1cccc(Oc2ccccc2)c1 | -9% | 5% | -13%
c1ccc(-c2cn3c(n2)CCC3)cc1 | 1% | -1% | -22%[0.501 µM]
Cc1ccc(Cl)cc1N1CCN(C(=O)Cn2ncc3c([nH]c4ccccc43)c2=O)CC1 | ? | 2% | -4%
O=C(Nc1ccc(Oc2ccccc2)nc1)C1CCCCN1Cc1ccc(OCCO)cc1 (stereo unspecified) | -26% | 3% | 0%
COC(=O)[C@@H](NC(=O)Nc1cccc(Br)c1)C(C)C | 13% | 0% | 2%
Cc1noc(C)c1CSc1nnnn1-c1ccc(Cl)cc1 | 15µM* | 6% | 1%
CCOC(=O)c1cn(Cc2ccc(C)cc2)c2cc(F)ccc2c1=O | -18% | nt | 23%
NS(=O)(=O)c1ccc(N2C(=O)C3C4CC(C(Br)C4Br)C3C2=O)cc1 (stereo unspecified) | -3% | 3% | -8%
O=C(COC(=O)C1CCN(c2ccc(C(F)(F)F)cn2)CC1)c1cccc(Br)c1 | -23% | nt | -10%
COc1cc(C(=O)NC(=S)Nc2cccc3nc(C)ccc23)cc(OC)c1OC | -8% | nt | 1%
CCOC(=O)C1CCN(c2c(NC3CCCCCCC3)c(=O)c2=O)CC1 | ? | -5% | -2%
CC(NC(=O)CSc1nnnn1C1CC1)c1ccccc1Br (stereo unspecified) | -20% | 0% | -2%
Cc1ccc(NC(=O)Cn2cnc(C(=O)Nc3ccc(C)c(C)c3)n2)cc1C | -4% | -4%[56.1 µM] | -1%
COc1cccc(-c2csc(N3CCN(CC(=O)NNC(=O)c4ccc(Cl)cc4)CC3)n2)c1 | ? | 4% | -6%
Cc1ccc(NC(=O)c2ccc(CSc3nnc(C)s3)cc2)c(C)c1 | ? | 2% | -7%
COc1ccccc1/C=C1/C(=O)N(c2ccccc2)N=C1C | -17% | nt | -1%
COc1ccc(S(=O)(=O)Nc2ccc3c(c2)C(=O)N([C@H](C)CO)C[C@H](C)[C@@H](CN(C)S(=O)(=O)c2c(C)noc2C)O3)cc1 | -20% | 3% | -4%
Cc1cnc(NC(=O)c2cc3c(s2)CCCC3)s1 | -23% | 8% | -4%[0.501 µM]
CC(=O)c1cccc(NC(=O)c2cc(-c3ccc(C)cc3)on2)c1 | -7% | 2% | -6%
COc1ccc(C)cc1NC(=O)Nc1ccccc1SC | -14% | 5% | -8%
CC(C)(C)c1ccc(Cn2c(=N)n(CC(O)c3ccco3)c3ccccc32)cc1 (stereo unspecified) | 2.6µM* | 10% | -5%

The list goes on.
SMILES | TDP1 cell noCPT | TDP1 block | KAT2A inh
CN1CCN(S(=O)(=O)c2ccc(NC(=O)c3ccc(F)cc3Cl)cc2)CC1 | -1% | 2% | -13%
O=C(Nc1ccccc1C(=O)NCCCN1CCOCC1)c1ccc(F)cc1F | 18% | 0% | ?
CC1CCN(CCCOc2ccc(Br)cc2Cl)CC1 | -26% | -7% | 1%
Cc1ccc(S(=O)(=O)NCC(c2ccccc2)N2CCN(c3ccc(F)cc3)CC2)cc1 (stereo unspecified) | ? | nt | -4%
OC(COc1ccc(Cl)cc1)CN1CCCCC1 (stereo unspecified) | -13% | 5% | -5%
O=C(CN1C(=O)NC2(CCCC2)C1=O)Nc1cc(Cl)ccc1N1CCOCC1 | 6% | -6% | 2%
O=C(NCCN=C1NS(=O)(=O)c2ccccc21)c1ccncc1 | 3% | -4% | -2%
CCc1ccc(CNC(=O)CN2CCSc3ccccc32)cc1 | nt | 8% | -2%
COCC1CCCC1OS(N)(=O)=O (stereo unspecified) | -4% | nt | -16%
O=C(COC(=O)/C=C/c1c(F)cccc1Cl)NCC1CCCO1 (stereo unspecified) | -16% | -3% | 0%
Oc1ccc(Cl)cc1C1=Nc2ccccc2N=C(c2ccccc2)C1 | ? | -1%[12.3 µM] | -10%
COc1ccc(CN(CCN(C)C)c2ncccn2)cc1 | -17% | 6%[56.1 µM] | ?
CCc1nn(CC(=O)N2CCN(c3cccc(C)c3C)CC2)c(=O)c2cc3sccc3n12 | -3% | 5% | -2%
Cn1c(N)c(C(=O)COC(=O)c2ccc3ccccc3c2)c(=O)n(C)c1=O | -17% | 0% | 0%
O=C(NCCCN1CCOCC1)c1ccc2c(=O)n(CCc3ccccc3)c(=O)[nH]c2c1 | -28% | 2% | -3%
O=c1c(-c2ccccc2)nc2cnc(N3CCNCC3)nc2n1-c1ccccc1 | ? | nt | -21%
CCN(CC)S(=O)(=O)c1ccc2[nH]c(=O)c3ccccc3c2c1 | 16% | 0% | -1%
Clc1ccccc1-c1nnc(COc2ccccc2)o1 | -6% | 0% | -4%
Cc1ccc(-n2c(N)c(C(N)=O)sc2=S)c(C)c1 | 26µM* | -3% | -17%
O=C(CSCc1ccc(Cl)cc1)Nc1ccc(-c2nnc(-c3ccccc3)o2)cc1 | ? | 3% | -2%
COc1ccc(NC(=O)n2ncc3cc(Cl)ccc32)cc1OC | 6% | nt | 1%
O=C(CN1CCN(Cc2ccccc2Cl)CC1)N/N=C/c1ccco1 | -7% | nt | 1%
CCOc1ccc(/C=N/NC(=O)COc2ccccc2-c2ccccc2)cc1 | ? | 1% | -18%
Cc1noc(NS(=O)(=O)c2ccc(NC(=O)Nc3ccc(Cl)c(Cl)c3)cc2)c1C | -12% | 11% | -16%
CCc1ccccc1NC(=O)Cn1nnc(C(=O)OC)c1C(=O)OC | 38%[activator] | -4%[12.3 µM] | -17%

Later entries
SMILES | TDP1 cell noCPT | TDP1 block | KAT2A inh
COc1ccc(-n2c(=O)c(-c3cccs3)nc3cnc(Nc4ccccc4)nc32)cc1 | 1% | nt | -7%
O=C(OC1CCOC1=O)c1cc(-c2ccc(Br)cc2)nc2ccccc12 (stereo unspecified) | -18% | 1% | -10%
Cn1cc(CN2CCCC(C(=O)c3cc(F)ccc3F)C2)c2ccccc21 (stereo unspecified) | 16µM* | 6% | 9%
CCc1ccc2c(c1)c1nc(C)sc1n2CC(=O)OC | -9% | 3% | 1%
Cc1cccc(N(C)C(=O)C2CCN(S(=O)(=O)c3cccc4nonc34)CC2)c1 | ? | 6% | -11%
Cn1cc(CN2CCc3sccc3C2)c(-c2ccccc2F)n1 | -26% | -1% | -3%
O=C(N1CCN(c2ccccc2)CC1)C1(c2cccs2)CCOCC1 | ? | 8% | -1%
Cc1cccc(C(=O)N2CCN(c3ccc(N4CCOCC4)nn3)CC2)c1 | -25% | nt | ?
O=C(O)CCC(=O)N(Cc1ccccc1)Cc1ccccc1 | 3% | 3% | -20%
O=C(N/N=C/c1ccc(OC(F)F)cc1)c1ccc(Br)cc1 | 2% | 0% | -6%
CCOc1ccc(NC(=O)CC2SC(=O)N(c3ccccc3)C2=O)cc1 (stereo unspecified) | 2.9µM* | 0% | ?
CCOC(=O)c1cc2occc2n1CC(=O)N1CCCc2ccccc21 | ? | 8% | -4%
CC(C)(C)c1ccc(S(=O)(=O)N2CCN(Cc3cc4c(cc3O)OCO4)CC2)cc1 | -9% | 6% | -8%
CC(C)(C)Nc1nc2cc([N+](=O)[O-])ccc2o1 | -23% | 4% | -3%
COc1ccccc1NC(=O)COc1cccnc1[N+](=O)[O-] | ? | -1% | -3%
O=C(CN1C(=O)/C(=C/c2ccc(F)cc2)SC1=S)NC1CCS(=O)(=O)C1 (stereo unspecified) | -14% | -4% | -11%
O=C(CN(C(=O)CCC(=O)Nc1ccccn1)c1cccc(F)c1)NCc1ccc2c(c1)OCO2 | -20% | 4%[0.0935 µM] | 3%
N#Cc1c(Cl)cccc1Oc1ccc(S(=O)(=O)Nc2ccccc2)cc1 | ? | 3% | -4%
Cc1ccc(C(=O)OCC(=O)Nc2sccc2C(N)=O)cc1NC(=O)c1ccco1 | 6.5µM* | -4% | -4%
Cc1cccc(-c2noc(CN(C(=O)c3ccccc3Cl)C(C)C)n2)c1 | ? | 6% | -13%

Two of the compounds above, with values under each structure:
Value order – TDP1 cell noCPT	TDP1 block	KAT2A inh
O=C(O)CN1C(=O)c2ccc(Oc3ccc([N+](=O)[O-])cc3)cc2C1=O
    11%	5%	-2%
COc1cccc(-c2nc(NCc3cccs3)c3ccccc3n2)c1
    -13%	nt	?

These rows are one share of the data; rates above refer to the full screens.
